SR-BI uptake up = enhances SR-BI lipid uptake from DiI-HDL; CHO ldlA[mSR-BI] cells, DiI-HDL uptake fluorescence, 3 h; 100 = double the neutral-control signal; 0.096% of 320,000 active; AID 504775; activation, % at 12.5 µM;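 active = mean replicate activation of at least 60% and every replicate at or above 60%; inconclusive = mean or all-replicate condition met, but not both; inactive = mean below 60% and not all replicates reaching 60%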;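 note: 0% = median plate neutral-control signal and 100% = twice that signal; values of inactives mirror those of a sister screen read the other way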
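Test system: SR-BI-overexpressing, LDLR-lacking CHO cells; Also added: labelled HDL, 10 µg/mL; Measured by: bottom-read cell fluorescence after medium removal, ex 550/em 595 nm; Timing: 3 h uptake period with compound, 37 °C; Buffer or medium: F12, 0.5% BSA, 25 mM HEPES; Doses: single compound concentration, delivered by pin transfer.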
DAGLB inhibitor = blocks human DAGLB lipase activity; Q8NCG7; HEK293T DAGLB membrane lysate, EnzChek fluorogenic substrate; inhibition, % at 5.17 µM; 0.059% of 340,000 active; in the data active = inhibition above about 34%;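 note: 0% = enzyme with vehicle and 100% = wells lacking enzyme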
CAL PDZ FP-1 = inhibitors of human CAL PDZ peptide binding. 0.92% of 300,000 active. inhibition, % at 24.9 µM. AID 602252. purified CAL PDZ, TMR-peptide fluorescence polarization, 1 h. Q9HD26;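 active = mean inhibition of at least 30% with at least half of replicates also reaching 30%; inconclusive = no clear call, values can overlap the other calls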;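 note: 0% = DMSO neutral control and 100% = excess unlabeled competitor peptide PRC23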
RTF Ca sens act = cardiac RTF calcium sensitization; P19429+P45379; IANBD-labeled TnC RTF fluorescence at EC20 calcium; 0% EC20 calcium, 100% full calcium; activation, % at 7.2 µM; 0.24% of 340,000 active; AID 493008;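 active = activation above the mean over all tested compounds plus 3 SD, cut at about 30% in these data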;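 note: rise in fluorescence read as greater calcium sensitivity of cardiac thin filaments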
CAL PDZ FP-2 = inhibitors of human CAL PDZ peptide binding | inhibition, % at 20 µM | 0.02% of 330,000 active | purified CAL PDZ, TMR-peptide fluorescence polarization, 1 h | AID 504414 | Q9HD26;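 active = highest replicate inhibition of at least 40%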;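 note: plate controls were DMSO neutral control wells for no effect and unlabeled competitor peptide control wells for full effect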
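Material – purified CerCALP PDZ construct · Detection – FP readout, S and P plane fluorescence · Measure – percent inhibition from loss of millipolarization · Controls – unlabelled peptide for full inhibition, DMSO wells as neutral · Probe or stimulus – TMR-labelled reporter peptide T*-PRC34 bound in PDZ groove · Times – 1 h at RT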
PKA-R2B act = activators of human PKA-R2B complex; 0.079% of 340,000 active; activation, % at 11.4 µM; P22694+P31323; AID 504700; PKA-R2B holoenzyme dissociation, Cy5-IP20 fluorescence polarization; R2B truncated from residue 108, S112A mutant; 0% DMSO only, 100% 113 µM cGMP;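 active = activation above a cutoff set at the mean over all compounds plus 3 SD, cut at about 18% in these data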;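 note: higher means more holoenzyme dissociation and a rise in polarization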
Target sequence (P31323 whole entry, looked up, other chains not shown, the tested form may be a part): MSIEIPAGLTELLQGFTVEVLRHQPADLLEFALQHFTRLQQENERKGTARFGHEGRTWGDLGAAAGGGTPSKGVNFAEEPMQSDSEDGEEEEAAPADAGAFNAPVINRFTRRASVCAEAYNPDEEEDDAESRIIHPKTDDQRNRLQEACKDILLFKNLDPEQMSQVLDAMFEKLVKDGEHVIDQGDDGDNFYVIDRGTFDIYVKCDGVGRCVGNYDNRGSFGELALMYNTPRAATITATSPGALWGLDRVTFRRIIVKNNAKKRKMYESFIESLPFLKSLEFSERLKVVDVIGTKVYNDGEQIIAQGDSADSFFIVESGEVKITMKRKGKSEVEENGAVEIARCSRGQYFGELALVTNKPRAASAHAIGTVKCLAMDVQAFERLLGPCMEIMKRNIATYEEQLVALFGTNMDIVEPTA
Rtt109 Vps75 = C. albicans Rtt109 histone acetyltransferase inhibition. AID 540336. purified Rtt109/Vps75, ThioGlo CoA-SH fluorescence, 4 h. Q5AAJ8. 0.16% of 330,000 active. inhibition, % at 34.9 µM;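 active = inhibition of at least 50% in every replicate; inconclusive = best replicate reaches 50% inhibition but some replicates fall short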
Target sequence (Q5AAJ8 whole entry, looked up): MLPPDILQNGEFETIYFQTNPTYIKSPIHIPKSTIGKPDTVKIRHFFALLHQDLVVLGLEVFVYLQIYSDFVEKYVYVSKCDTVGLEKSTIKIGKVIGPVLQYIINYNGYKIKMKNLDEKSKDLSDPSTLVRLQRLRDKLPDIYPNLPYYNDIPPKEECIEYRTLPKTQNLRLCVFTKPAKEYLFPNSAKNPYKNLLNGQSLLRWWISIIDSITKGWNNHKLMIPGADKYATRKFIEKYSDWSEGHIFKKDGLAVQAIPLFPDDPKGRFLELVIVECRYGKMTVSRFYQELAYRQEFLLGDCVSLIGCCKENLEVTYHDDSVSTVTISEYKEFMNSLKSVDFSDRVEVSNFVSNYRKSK
C-LANA FP = blocks KSHV LANA C-terminal domain binding to DNA. 0.078% of 340,000 active. MBP-C-LANA/FAM-LBS DNA binding, fluorescence polarization. AID 504423. inhibition, % at 9 µM;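 active = highest replicate inhibition at or above 60% at 9 µM, even if other replicates fall short; inactive = all replicates below 60% inhibition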;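 note: 0% = neutral control wells and 100% = 4 µM acridine orange control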
Cardiac RTF inh = cardiac RTF calcium desensitization | P19429+P45379 | IANBD-labeled cardiac RTF, Ca2+ fluorescence | inhibition, % at 7.15 µM | 0.12% of 340,000 active;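 active = inhibition above the mean inhibition of all tested compounds plus 3 SD, cut at about 17% in these data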;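 note: assay run at fixed EC70 calcium of 1.6 mM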
Keap1-Nrf2 PPI = disrupts human Keap1 binding to Nrf2 peptide. Q14145. Keap1 Kelch-Nrf2 peptide fluorescence polarization, 1536-well. inhibition, % at 9.4 µM. 0.15% of 340,000 active; in the data active = inhibition above about 12%; inconclusive = no clear call, values can overlap the other calls; inactive = below about 7.3%;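 note: human Keap1 Kelch domain with fluorescein labeled Nrf2 9mer peptide probe; 0% = neutral control wells and 100% = peptide positive control; higher means more block of Keap1 binding to Nrf2 peptide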
Starred values were filed as active, the others as inactive; ? = inconclusive; . = no result given.

SMILES	SR-BI uptake up	DAGLB inhibitor	CAL PDZ FP-1	RTF Ca sens act	CAL PDZ FP-2	PKA-R2B act	Rtt109 Vps75	C-LANA FP	Cardiac RTF inh	Keap1-Nrf2 PPI
CCOC(=O)C1CCC(CNCc2ccc(Cl)cc2)CC1 (stereo not given)	16	-6	-2	9	-0.6	-1	-4	-1.7	-6	-1
COc1ccc(CCNC(=O)COc2ccc(N(C)S(=O)(=O)c3ccc(C)cc3)cc2)cc1OC	.	0	-5	-1	-3.8	7	7	-0.1	7	0
CCc1ccc2c(c1)c(N=NC1=NC(=O)CS1)c(O)n2CC	17	6	-4	1	-1.3	-12	19	-0.5	3	-1
COC(=O)c1cccc(NC(=O)/C(=C\c2ccccc2)NC(=O)c2ccccc2Cl)c1	-20	-2	-4	1	-2.0	-6	14	1.6	-11	0
O=C(NC1CCCC1)C(c1ccsc1)N(Cc1ccco1)C(=O)Cc1cccs1 (stereo not given)	24	-2	6	-3	-1.1	4	-2	1.1	0	-1
O=C(COC(=O)c1ccc(Cl)nc1)NC1CCCc2ccccc21 (stereo not given)	-10	0	.	0	-0.7	-7	-2	-1.4	-5	-6
CCN(CC)c1ccc(NC(=O)Nc2cccc(C(C)=O)c2)cc1	-11	6	.	4	-1.8	-8	-9	0.4	-6	-9
CC(C(=O)NC(C)(C)C)N(Cc1cccs1)C(=O)CCN1CCc2ccccc21 (stereo not given)	-23	-1	-1	2	-2.4	-10	4	2.0	0	-5
COc1cc2c(C)nc3onc(-c4ccccc4)c3c2cc1OC	-40	-3	-12	-1	.	4	-11	-0.4	-11	-1
COCCCNC(=O)c1ccc(Cn2c(=O)c3ccccc3n(Cc3cc(C)ccc3C)c2=O)cc1	-20	2	-1	7	-4.4	7	3	0.5	-10	-1
Cc1cc(/C=N/NC(=O)c2ccc(O)cc2)c(C)n1CC(C)C	.	4	-1	3	-1.3	-22	?	0.3	-1	-1
CCOC(=O)c1cnc2ccc(OCC)cc2c1N(C)Cc1ccccc1	-53	-10	15	-2	-1.9	-14	0	1.0	-1	0
CC(=O)n1c2c(c3ccccc31)OC(N)=C(C#N)C2c1cccc(Cl)c1Cl (stereo not given)	-24	1	-5	1	-2.2	-9	6	-1.1	-22	-1
O=C(Nc1ccc(N2CCOCC2)c(Cl)c1)c1ncn[nH]1	.	0	-1	-2	-0.4	-11	-10	-0.3	0	-1
c1ccc(-c2oc3ncnc(NCCCn4ccnc4)c3c2-c2ccccc2)cc1	-35	0	-7	-2	-3.8	-8	0	0.0	10	2
CCN(c1ccccc1)S(=O)(=O)c1cc(OC)ccc1OC	16	-3	1	0	-1.1	-1	12	0.2	-4	-5
CCOc1ccc2nc(SC3CC(=O)N(c4ccccc4)C3=O)sc2c1 (stereo not given)	3	-3	-5	-5	-2.3	4	-4	-0.9	-3	-3
COc1ccc(C(C#N)N2N=C(C)CC2c2ccccc2)cc1 (stereo not given)	6	-2	-3	-4	-0.2	-8	-5	1.9	-2	-1
CCCCc1nc2ccccc2c(NC(=O)CNC(C)(C)C)c1CCC	-10	-4	1	-5	-0.7	-6	2	0.1	-5	4
O=C(NC1CCCCCC1)C1CCCN(S(=O)(=O)c2cccs2)C1 (stereo not given)	-29	0	-1	-2	-1.2	4	-5	-0.8	-1	2
COc1ccc(CC(=O)Nc2c3c(nn2C(C)(C)C)CS(=O)C3)cc1 (stereo not given)	-12	0	.	5	0.1	-6	11	1.5	-2	2
O=C(Nc1cccc(S(=O)(=O)NCc2ccco2)c1)c1cc(-c2ccccc2)nc2ccccc12	-68	3	3	-3	-3.2	-15	.	-0.4	-19	-2
Cc1ccccc1N1CCN(C(=O)C2CCC(=O)N(C3CCCC3)C2)CC1 (stereo not given)	7	1	79*	-2	0.2	-8	-4	2.1	-6	-4
FC(F)(F)c1cccc(CN2CCC(c3cc(-c4cccs4)n[nH]3)CC2)c1	1	-2	-1	-4	-2.3	-10	4	0.1	-13	1
COc1ccccc1CNC(=O)C1CCCCN1S(=O)(=O)c1ccccc1 (stereo not given)	.	0	1	-4	-1.1	5	29	-1.4	-14	1
Cc1cc(C)nc(N2N=C(c3ccccc3)CC2=O)n1	7	5	-3	10	-1.2	-5	1	0.1	-7	-9
CCOc1ccc(-c2nnc3ccc(SC(C)C)nn23)cc1	-12	-2	.	8	-2.7	-2	-2	0.9	-1	-2
CCCNC(=O)C(Cc1ccc(Cl)cc1)NC(=O)c1ccc(C#N)cc1 (stereo not given)	-6	1	-3	0	0.5	7	-4	2.2	-11	1
S=C(Nc1ccc(Cl)cc1)c1nc2ccccc2[nH]1	-123	-3	-6	-1	-0.5	2	-1	1.3	6	0
CCOC(=O)C(NCCc1ccccc1F)(NC(C)=O)C(F)(F)F (stereo not given)	15	2	-27	8	0.4	-6	-1	-0.7	-15	-7
CCCCCCn1c(SCCC)nc2c1c(=O)[nH]c(=O)n2C	-6	1	.	-3	-3.5	7	2	-1.0	-5	0
C=CCNC(=O)Cn1c(=O)c2c(ncn2CCC(C)C)n(Cc2ccccc2)c1=O	16	-1	-2	-1	-0.7	-1	-8	-1.2	1	4
Cc1ccccc1/C=C1\Oc2ccccc2C1=O	-4	-11	2	-6	-0.6	1	5	-1.8	-1	-3
CCOC(=O)c1cccc(NC(=O)C(C)N2C(=O)c3ccccc3C2=O)c1 (stereo not given)	-13	-4	.	-8	-0.4	-10	-1	-0.1	-5	-5
CC(NC(=O)c1ccccc1F)c1nnc(SCC(=O)NC2CCCCC2)n1C (stereo not given)	38	-1	-2	1	-2.7	10	-15	0.1	-35	0
Cc1nc2sccn2c(=O)c1S(=O)(=O)NCCc1ccc(Cl)cc1	8	1	-2	-4	-1.2	-6	-6	-0.6	-2	-5
Cc1ccccc1N=Cc1c(O)n(-c2nccs2)c(=O)c2ccccc12	5	1	-1	4	-1.4	-5	-4	0.2	1	-1
CCCCOc1ccc(C(=O)Nc2ccc(OCC(=O)N3CCOCC3)cc2)cc1	-20	1	-1	0	-0.8	-5	1	-0.1	10	-2
CN([C@@H](Cc1ccc(OS(=O)(=O)c2cccc3cnccc23)cc1)C(=O)N1CCN(c2ccccc2)CC1)S(=O)(=O)c1cccc2cnccc12	-27	1	-2	2	-0.9	-8	5	0.2	-12	-5
C/C=C/Cn1c(SC)nc2c1c(=O)[nH]c(=O)n2C	15	-1	-4	-3	-1.2	-13	9	-0.4	-7	4
Cc1ccccc1C(OCCN(C(C)C)C(C)C)c1ccccc1 (stereo not given)	-6	-4	-3	5	-1.7	-9	8	0.9	1	-4
COc1cccc(CC2(CO)CCCN(Cc3ccc(CO)o3)C2)c1 (stereo not given)	-6	2	2	-2	-0.9	-3	-7	-1.9	8	-3
COc1cn(-c2ccccc2)nc1C(=O)Nc1ccc(C)cc1	-12	-2	-9	-5	-1.2	-5	-3	0.7	-3	-6
CN1CCN(C(=O)C2=C[C@H](c3csc4ccccc34)C[C@H](OCCCCO)O2)CC1	30	1	27	15	-0.2	-2	2	1.3	-25	-4
CC1(c2ccc(Cl)cc2)NC(=O)N(CN2CCOCC2)C1=O (stereo not given)	40	0	-6	-4	-3.8	-8	-4	-1.1	-4	-2
O=c1cc(-c2ccccc2)c2ccccc2[nH]1	1	1	-1	-1	-1.6	0	7	-1.1	8	2
COc1ccc(Cl)cc1NC(=O)COC(C)=O	8	3	-2	14	2.7	-1	11	-0.4	-10	-5
Cn1c(=O)n(CCc2ccccc2)c(=O)c2c1ncn2Cc1ccccc1	-3	-1	.	0	-3.6	4	-1	-2.6	-1	-5
Clc1ccc(Nc2nc(C3CC3)cs2)cc1	-28	-5	.	7	-1.4	-3	-3	1.6	-3	3
CCN(CC)C(=O)c1ccc(-c2nnc(Nc3cccc(O)c3)c3ccccc23)cc1	-38	-2	-4	-4	-3.0	-9	6	0.3	-5	2

One compound at a time, from the list above. Values in the order: SR-BI uptake up	DAGLB inhibitor	CAL PDZ FP-1	RTF Ca sens act	CAL PDZ FP-2	PKA-R2B act	Rtt109 Vps75	C-LANA FP	Cardiac RTF inh	Keap1-Nrf2 PPI
Cc1ccccc1C(OCCN(C(C)C)C(C)C)c1ccccc1 (stereo not given) is entered as -6	-4	-3	5	-1.7	-9	8	0.9	1	-4
COc1cn(-c2ccccc2)nc1C(=O)Nc1ccc(C)cc1 is entered as -12	-2	-9	-5	-1.2	-5	-3	0.7	-3	-6

Following part:
SMILES	SR-BI uptake up	DAGLB inhibitor	CAL PDZ FP-1	RTF Ca sens act	CAL PDZ FP-2	PKA-R2B act	Rtt109 Vps75	C-LANA FP	Cardiac RTF inh	Keap1-Nrf2 PPI
Cc1nn(C)c(C)c1CNC(=O)Nc1ccc2c(c1)OCO2	-4	2	-4	8	-0.7	-1	-14	-1.2	-2	-6
CC1CCN(CCNC(=O)C2CCN(S(=O)(=O)c3cccc4nsnc34)CC2)CC1	3	3	4	-3	-2.8	-1	39	17	-4	-3
CN(C(=O)c1ccc(NC(=O)Cc2cccc([N+](=O)[O-])c2)cc1)C1CC1	-9	1	0	11	0.5	5	-2	-0.5	-21	-4
COCCNC(=O)c1c[nH]c2ccc(S(=O)(=O)N3CCOCC3)cc2c1=O	23	2	-2	0	-2.3	-2	0	0.8	-1	-3
CC1CCN(C(=O)C2CCCN(S(=O)(=O)c3cccc4nsnc34)C2)CC1 (stereo not given)	-12	-1	-2	0	-2.8	-9	-1	-1.6	-4	-1
O=C(NCCOc1nc(N2CCCCC2)nc(N2CCCCC2)n1)Nc1ccccc1	-21	0	0	-3	-1.3	5	.	-0.6	-4	-3
COC(=O)[C@H](CC(C)C)N(Cc1ccccc1)S(=O)(=O)N(Cc1ccc(OC)cc1)[C@@H](CC(C)C)C(=O)OC	8	-25	-2	2	0.2	9	2	-3.0	-8	-5
Cc1nc([N+](=O)[O-])c(Br)n1Cc1ccc(Cl)c(Cl)c1	14	8	0	3	-1.1	-7	4	-1.8	5	0
CCCc1cc(=O)c2c(O)ccc(OC)c2o1	20	-1	.	-2	-1.4	4	-4	-1.1	0	-4
CCc1nc(SCC(=O)NCc2ccco2)c2c3c(sc2n1)CCCC3	-13	-9	-7	-2	.	-1	-2	0.4	2	-5
O=C(O)CNC(=O)c1ccc2c(c1)OCCO2	32	0	-46	6	-2.9	-6	1	0.0	-5	-5
Cc1ccccc1-c1cccc([C@@H]2C[C@H]3[C@H](CON3C)CN2C(=O)CCc2ccccc2)c1	9	-4	2	0	0.2	-8	3	-1.1	-5	-2
COc1ccc(S(=O)(=O)N2CCC(C(=O)NCc3cccc(OC)c3)CC2)cc1	-4	0	-7	7	-2.8	-10	4	-1.3	-4	-7

Screens as filed in PubChem.

Outcome played no part in choosing rows. Share with any hit: about 1.6%.
